Compound activity as filed in PubChem BioAssay.
APJ antagonist: APJ receptor antagonism; P35414; CHO-K1 APJ beta-arrestin complementation, luminescence; inhibition, % at 20 µM; hit rate 0.32% among 330,000;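 active = inhibition above about 40% at 20 µM, limit read from the data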;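 also: cells challenged with 10 nM apelin-13 agonist together with compound; plate controls were apelin-13 plus DMSO wells for no effect and DMSO wells lacking apelin-13 for full effect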
UBC13 inh: inhibitors of human UBC13 polyubiquitin chain formation; P61088; TR-FRET; inhibition, % at 20 µM; hit rate 0.47% among 330,000; AID 485273; in the data active = inhibition above about 45%, passing the limit was not always enough; inconclusive = no clear call, values can overlap the other calls
Target sequence (P61088 whole entry, looked up): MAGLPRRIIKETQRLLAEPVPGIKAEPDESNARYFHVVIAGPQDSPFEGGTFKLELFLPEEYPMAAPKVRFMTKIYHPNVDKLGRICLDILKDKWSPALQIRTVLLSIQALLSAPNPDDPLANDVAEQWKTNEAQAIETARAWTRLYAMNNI
Gli-Sufu block: blocks Gli-Sufu signaling in a luciferase reporter; Sufu-KO-LIGHT fibroblasts, Gli luciferase reporter luminescence; inhibition, % at 5 µM; hit rate 0.74% among 340,000;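 active = inhibition above about 55%, limit read from the data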;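 also: 0% = DMSO-treated cells and 100% = wells with medium but no cells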
CXCR6 block: inhibitors of human CXCR6 receptor | O00574 | CHO-K1 PathHunter CXCR6 beta-arrestin, luminescence | inhibition, % at 20 µM | hit rate 0.36% among 360,000 | AID 602244; in the data active = inhibition above about 34%, passing the limit was not always enough;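 also: antagonist mode with CXCL16 agonist at 10 nM final; 0% = 10 nM CXCL16 with DMSO and 100% = unstimulated wells without agonist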
EBI2 block: EBI2 (human) antagonism; P32249; EBI2 beta-arrestin recruitment, luminescence, 7a,25-OHC stimulated; inhibition, % at 5 µM; hit rate 0.81% among 360,000; AID 651636; in the data active = inhibition above about 38%;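 also: enzyme fragment complementation signal reports receptor beta-arrestin coupling in cells; 0% = agonist plus DMSO wells and 100% = wells without agonist; some results beyond the cut were filed as inactive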
CCR6 antagonist: blocks CCL20-driven beta-arrestin recruitment at human CCR6 | P51684 | CHO-K1 CCR6 PathHunter beta-arrestin, luminescence, CCL20-stimulated | inhibition, % at 20 µM | hit rate 0.49% among 340,000 | AID 493098;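 active = compounds whose inhibition of the agonist-driven luminescence signal at 20 µM reaches about 50%, limit read from the data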;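 also: cells stimulated with CCL20 at 14 nM final; plate controls were DMSO with CCL20 for no effect and DMSO without agonist for full effect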
Target sequence (P51684 whole entry, looked up): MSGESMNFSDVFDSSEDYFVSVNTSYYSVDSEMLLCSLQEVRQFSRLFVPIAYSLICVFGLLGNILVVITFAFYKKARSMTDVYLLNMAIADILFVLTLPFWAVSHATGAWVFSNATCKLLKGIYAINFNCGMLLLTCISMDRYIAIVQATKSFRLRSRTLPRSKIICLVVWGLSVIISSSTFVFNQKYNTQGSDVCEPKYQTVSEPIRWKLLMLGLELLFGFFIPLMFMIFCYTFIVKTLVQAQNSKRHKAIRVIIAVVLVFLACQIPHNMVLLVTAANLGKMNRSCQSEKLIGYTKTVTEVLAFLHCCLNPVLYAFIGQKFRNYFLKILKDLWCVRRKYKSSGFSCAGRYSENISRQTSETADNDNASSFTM
APJ ag: agonists of human APJ apelin receptor. hit rate 0.11% among 330,000. activation, % at 20 µM. CHO-K1 APJ PathHunter beta-arrestin, luminescence; 0% DMSO wells, 100% apelin;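 active = activation more than six SD over the plate average, tested at 20 µM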;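 also: 0% = DMSO alone and 100% = apelin-13 at 10 nM; some results filed as inactive read as strong as hits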
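system = engineered CHO-K1 APJ arrestin reporter cells | input = 1000 cells per well | timing = overnight seeding, 90 min compound at 25 °C, 1 h detection | measured by = enzyme-fragment complementation luminescence | read-out = beta-arrestin recruitment to APJ as agonist activity, luminescent signal | control set = negative DMSO alone, positive Apelin-13 at 10 nM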
ATG4B inhibitor: ATG4B (human) cysteine protease inhibition; Q9Y4P1; ATG4B cleavage of LC3-PLA2, NBD-HPC fluorescence, 1 h; inhibition, % at 8.33 µM; hit rate 0.51% among 340,000; AID 504462; in the data active = inhibition above about 40%
Target sequence (Q9Y4P1 whole entry, looked up): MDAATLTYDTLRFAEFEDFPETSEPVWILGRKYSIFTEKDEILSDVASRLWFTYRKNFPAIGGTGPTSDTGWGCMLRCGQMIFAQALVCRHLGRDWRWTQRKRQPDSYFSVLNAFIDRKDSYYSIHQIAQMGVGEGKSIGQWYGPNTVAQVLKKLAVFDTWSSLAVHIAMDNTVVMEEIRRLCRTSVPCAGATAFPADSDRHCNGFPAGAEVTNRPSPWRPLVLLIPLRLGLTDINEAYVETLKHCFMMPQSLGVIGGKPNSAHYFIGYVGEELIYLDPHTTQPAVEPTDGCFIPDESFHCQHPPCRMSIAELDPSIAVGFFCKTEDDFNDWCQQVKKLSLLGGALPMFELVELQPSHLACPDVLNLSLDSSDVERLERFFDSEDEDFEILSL
An asterisk follows results filed as active; ? = inconclusive; / = no result given.

SMILES	APJ antagonist	UBC13 inh	Gli-Sufu block	CXCR6 block	EBI2 block	CCR6 antagonist	APJ ag	ATG4B inhibitor
Cc1ccc(N(CC(=O)NCC2CCCO2)C(=O)CNS(=O)(=O)c2ccc(Cl)cc2)cc1 (configuration not stated)	-10	-6	28	-7	10	5	-4	-8
COc1ccc(-n2c(=S)[nH]c3cc(C(=O)NC4CCCCC4)ccc3c2=O)c(OC)c1	12	-2	1	15	0	10	-2	6
COc1ccc(S(=O)(=O)N(C)CC(=O)N2CCCC2)cc1Cl	-23	9	1	-2	-14	14	-3	-3
O=C1c2ccsc2SCCN1Cc1ccccc1	15	-10	-3	5	-9	16	-3	0
CC(C)(C)Cc1nnc(NS(=O)(=O)c2ccccc2)s1	7	-8	-2	3	-7	13	-3	2
COc1ccc(Cl)cc1NC(=O)CN(C)Cc1ccc(OC)c(OC)c1	-16	41	-5	-2	9	6	1	-4
N#Cc1ccc(NC(=O)CSc2cn[nH]n2)cc1	-19	-1	21	-2	5	8	0	0
Cc1cccc2cc(CN(Cc3cccnc3)C(=O)c3ccccc3F)c(Cl)nc12	7	7	0	1	8	6	6	-7
CCOC(=O)c1ccc(NC2c3ncccc3C(=O)N2Cc2ccc(F)cc2)cc1 (configuration not stated)	0	-5	3	7	7	3	-2	2
CC1=C(C(=O)OCc2ccccc2)C(c2cccnc2)n2ncnc2N1 (configuration not stated)	25	3	-7	4	-1	17	-4	-3
COc1ccc(S(=O)(=O)N2CCCCCC2)cc1C(=O)N1CCN(c2ccccc2O)CC1	4	-4	16	-7	5	5	1	-1
O=C(Nc1ccc(N=Nc2ccccc2)cc1)c1ccccc1Cl	20	-16	-117	11	26	42	-2	3
Cc1cccc(Nc2ccccc2C(=O)OCC(=O)NCc2ccco2)c1C	-10	-2	2	6	2	12	-1	24
O=C(O)c1nn(CC(=O)N2CCN(c3ccccc3)CC2)c(=O)c2ccccc12	-6	-3	24	-8	0	10	-1	-15
Cc1[nH]n(-c2ccccc2)c(=O)c1/C=N/NC(=O)c1ccoc1C	6	-12	7	14	1	21	-1	-5
Cc1ccc(N2C(=O)C3ON(c4ccccc4)C(c4ccncc4)C3C2=O)cc1 (configuration not stated)	16	7	-4	2	0	3	0	-4
CCCn1c(SCC(=O)Nc2ccccc2CC)nnc1C(C)C	13	8	-18	-3	-6	-1	1	4
COc1ccc(C(=O)Nc2nnc(C3=COCCO3)o2)cc1OC	15	-8	-22	4	3	3	-1	5
Cc1ccc(S(=O)(=O)NCCC(=O)N2CCN(S(=O)(=O)c3ccccc3)CC2)cc1C	-4	-4	-8	-2	-5	14	1	0
C/C=C/COc1nc2c(c(=O)n(C)c(=O)n2C)n1C	9	4	-8	0	1	-5	1	-4
Cc1cc(C)cc(N(CC(=O)Nc2ccccc2-c2ccccc2)S(=O)(=O)c2ccccc2)c1	-5	-16	14	6	25	14	-1	57*
Cc1ccc(-c2cc(C(=O)n3cnc4ccccc43)c3ccccc3n2)cc1C	-15	21	-30	2	3	22	-1	6
O=C(c1ccc(S(=O)(=O)N2CCCCC2)cc1)N1CCN(c2ccccc2F)CC1	10	-14	-1	-3	22	15	-1	-7
O=C(c1ccc(F)cc1)C1CCN(C(=O)NC2CCCCC2)CC1	7	5	8	4	-6	-16	-1	-8
COc1ccc(C2=NCCc3cc(OC)c(OC)cc32)cc1	10	-12	5	4	-7	13	0	-1
O=C(OCCOc1cccc(Cl)c1)c1cc(S(=O)(=O)N2CCCCC2)ccc1N1CCOCC1	13	23	64*	-2	36	17	-3	-5
O=C(Nc1ccc(Cl)cn1)c1ccc2ccccc2n1	21	2	11	2	-3	21	0	1
O=C(NCC(c1cccs1)N1CCOCC1)c1cc(S(=O)(=O)N2CCOCC2)ccc1F (configuration not stated)	10	2	-3	-3	-5	0	-1	-15
Cn1nc(C(F)(F)F)c(-c2cccc(C(F)(F)F)c2)c1NC(=O)c1ccco1	-12	9	-3	3	-3	24	2	-13
CN(CC(=O)Nc1ccc(F)cc1)C(=O)COC(=O)CNC(=O)c1ccc(Cl)cc1Cl	8	-1	-2	4	-11	12	-3	3
O=C(NCCOC(=O)c1cccs1)c1cccnc1	65*	-1	4	3	3	-9	-4	0
CC(=O)c1c(C)nc(C)nc1NC(=O)Cc1ccccc1	-9	-7	-3	-16	-1	-4	12	-8
Cc1cc(NC(=O)C2C3C(=O)N(c4cccnc4)C(C(=O)NC(C)(C)C)C34C=CC2(C)O4)no1 (configuration not stated)	-2	-11	-17	-6	-11	0	-3	-5
CCOC(=O)C1=C(C)N=c2s/c(=C\c3ccc(OCC(=O)O)cc3)c(=O)n2C1c1ccc(OC(C)C)cc1 (configuration not stated)	14	-4	-12	6	2	31	-4	31
CCS(=O)(=O)N1CCN(C(=O)CCC2CCCC2)CC1	-3	0	-13	-2	-7	2	-3	1
Cc1ccc(S(=O)(=O)N(CCCc2c(C)nc[nH]c2=O)c2ccccc2)cc1	/	/	12	-2	15	13	/	-14
CCC(C)C(=O)Nc1ccc(S(=O)(=O)N2CCCC2)cc1 (configuration not stated)	15	0	-45	5	-7	15	-3	6
NC(=O)COC(=O)c1ccc(Cl)c(S(=O)(=O)N(Cc2ccccc2)c2ccc(Cl)cc2)c1	13	-2	-7	14	20	6	-4	18
C=CCN(C(=O)c1csnn1)C(C(=O)NCc1ccc(F)cc1)c1sccc1C (configuration not stated)	13	2	14	-2	-5	24	1	-12
COc1ccccc1CNC(=O)C1COc2ccccc2O1 (configuration not stated)	-3	-2	-18	3	2	-4	-7	-4
CC1CCN(C(=O)COC(=O)c2ccc3ccccc3n2)CC1	-5	0	7	-12	-1	12	-1	-5
O=C(CSc1ccc(F)cc1)NC(=O)NCc1ccccc1	9	4	5	2	0	1	-1	2
c1ccc2[nH]c(-c3nc4ccccc4[nH]3)nc2c1	-7	-10	-107	-16	-7	13	-1	/
Cc1ccc(C(=O)c2cc3c(cc2N)OCCO3)cc1	6	5	-6	9	3	20	-2	5
O=C(N/C(=C\c1ccc(O)cc1)C(=O)N1CCCCC1)c1ccccc1	19	0	-2	2	-2	1	-1	-3
CCc1sc(NC(C)=O)nc1-c1ccccc1	12	-5	-2	2	2	0	-1	4
O=C(C1CCCCN1S(=O)(=O)c1ccccc1)N1CCN(C(c2ccccc2)c2ccccc2)CC1 (configuration not stated)	3	8	14	10	32	12	-6	-16
O=C(Nc1ccc2c(c1)OCO2)C1CC(=O)N(c2cccc(Cl)c2)C1 (configuration not stated)	12	7	1	0	-4	9	-1	1
CC(Cc1c[nH]c2ccccc12)NC(=O)C1CCCNC1=O (configuration not stated)	-17	?	-2	-4	7	6	2	0
COC(=O)Cn1ncc(N2C3CC(CC(C)(C)C3)C2C)c(Cl)c1=O (configuration not stated)	0	4	0	3	-26	14	-3	4

(continued)
SMILES	APJ antagonist	UBC13 inh	Gli-Sufu block	CXCR6 block	EBI2 block	CCR6 antagonist	APJ ag	ATG4B inhibitor
CCCN(C(=O)c1nc2nc(C)cc(C)n2n1)c1c(N)n(Cc2ccccc2)c(=O)[nH]c1=O	-3	3	0	-1	8	1	-4	0
CCOC(=O)N1CCC(NC(=O)CCN2C(=O)COc3ccccc32)CC1	5	-4	3	-10	2	14	-3	-6
O=C(NCCCN1CCCC1=O)c1cccc(NS(=O)(=O)c2ccccc2)c1	22	3	3	0	-14	-9	4	-1
COc1ccc(/C=N/NC(=O)Cn2cnc3ccccc3c2=O)cc1	5	-4	-2	-6	-3	4	-1	-9
CC1CCCCN1S(=O)(=O)c1ccc(C(=O)N2CCOCC2)cc1 (configuration not stated)	0	2	3	-4	2	-5	-2	-4
CC(C)C1Cc2c(sc3c2c(=O)n(-c2ccccc2)c2n[nH]c(=S)n32)CO1 (configuration not stated)	-2	21	0	8	-3	16	-3	-10
COc1ccc2[nH]c(=O)c(C(c3nnnn3CC3CCCO3)N3CCc4ccccc4C3)cc2c1 (configuration not stated)	10	8	6	-2	-6	13	-1	-3
CCCc1nnc(SCc2ccc(OCC)cc2)n1N	-29	-3	21	2	-7	-3	1	-3
O=C(NCCc1c[nH]c2ccccc12)c1ccc2[nH]c(=O)c(=O)[nH]c2c1	13	5	5	2	2	9	-3	-2
O=C(CCN1C(=O)C2C3C=CC(C3)C2C1=O)Nc1ccccn1 (configuration not stated)	2	2	-3	6	3	15	-3	-5
CCN(CC(=O)Nc1c(F)cccc1F)C(=O)CCNC(=O)c1ccc([N+](=O)[O-])cc1	-14	1	-3	-2	-3	4	-4	2
COc1ccc(NC(=O)Cn2nnc(C(=O)NCc3cccs3)c2N)c(OC)c1	19	-10	-19	-4	-14	13	-4	-5
CCC1S/C(=N\S(=O)(=O)c2cccs2)N(C2CCCCC2)C1=O (configuration not stated)	-23	-5	2	-2	5	-5	-2	-5
COc1ccc(O)c(C(=O)c2cc(SCC(=O)O)c3nc4sc5c(c4c(=O)n3c2)CCCC5)c1	-6	12	1	5	5	12	-3	2
O=S(=O)(NC1CCCCC1N1CCN(c2ccc(F)cc2)CC1)c1ccccc1 (configuration not stated)	23	-2	24	8	-3	23	-8	-3
CCN(CC)S(=O)(=O)c1cccc(-c2csc(C)n2)c1	-14	4	5	-11	2	2	-1	-1
Cc1cccc(C(=O)OCC(=O)NCC2CCCO2)c1O (configuration not stated)	-15	6	-10	9	-17	-7	-1	9
CC1CCC(C(C)C)C(OP(=O)(c2ccccc2)C(O)c2ccncc2)C1 (configuration not stated)	3	8	7	1	-8	9	-3	-2
O=C(/C=C\c1cccs1)N1CCN(Cc2ccc3c(c2)OCO3)CC1	3	-11	-3	3	75*	-3	-1	-6
COc1cc(OC)cc(C(=O)NCC(=O)OCC(=O)NC(C)CCc2ccccc2)c1 (configuration not stated)	15	0	-2	-2	7	-4	-5	-12
CNC[C@H](CC1CCCCC1)NC[C@H](CO)NCCc1cccc(C(F)(F)F)c1	3	38	14	4	-4	22	0	1
Cc1cccc(NC(=O)c2ccc(Cl)c(S(=O)(=O)N3CCCC3)c2)n1	13	5	-13	-1	-3	6	-5	-1
CCOC(=O)c1cc2sccc2n1CC(=O)Nc1ccc(OC)cc1	2	4	8	1	1	6	-1	-5
CN1/C(=C/C2CC(=O)N(c3ccc([N+](=O)[O-])cc3)C2=O)C(C)(C)c2ccccc21 (configuration not stated)	0	-8	2	-3	9	11	-4	-4
CCCCCCN1CC(=O)N2[C@@H](Cc3c([nH]c4ccccc34)C2(C)C)C1=O	11	4	8	-8	6	-1	-2	2
CC(=O)C1=C(C)NC(=O)CC1c1ccc(F)cc1 (configuration not stated)	-5	-8	0	3	-2	6	-2	9
O=C(CN1C(=O)COc2ccccc21)NCCCN1CCc2ccccc2C1	-1	2	7	-2	-5	0	-5	76*
CCOc1nc(-c2ccccc2Cl)nc2ccccc12	14	2	9	4	2	11	-2	13

Random excerpt: seven entries already listed.
SMILES	APJ antagonist	UBC13 inh	Gli-Sufu block	CXCR6 block	EBI2 block	CCR6 antagonist	APJ ag	ATG4B inhibitor
CN1/C(=C/C2CC(=O)N(c3ccc([N+](=O)[O-])cc3)C2=O)C(C)(C)c2ccccc21 (configuration not stated)	0	-8	2	-3	9	11	-4	-4
CNC[C@H](CC1CCCCC1)NC[C@H](CO)NCCc1cccc(C(F)(F)F)c1	3	38	14	4	-4	22	0	1
Cc1cccc(NC(=O)c2ccc(Cl)c(S(=O)(=O)N3CCCC3)c2)n1	13	5	-13	-1	-3	6	-5	-1
O=C(CN1C(=O)COc2ccccc21)NCCCN1CCc2ccccc2C1	-1	2	7	-2	-5	0	-5	76*
CCCCCCN1CC(=O)N2[C@@H](Cc3c([nH]c4ccccc34)C2(C)C)C1=O	11	4	8	-8	6	-1	-2	2
CC(=O)C1=C(C)NC(=O)CC1c1ccc(F)cc1 (configuration not stated)	-5	-8	0	3	-2	6	-2	9
CCOc1nc(-c2ccccc2Cl)nc2ccccc12	14	2	9	4	2	11	-2	13

Hits appear at their usual frequency. Share with any hit: about 3%.
